MITF inh – MITF inhibitors, primary screen, biochemical, AlphaScreen, human. AlphaScreen MITF homodimerization, bead proximity signal. AID 1259374, 2018. Microphthalmia-associated transcription factor (Homo sapiens), O75030. 650,000 tested, 0.91% active. inhibition, % at 2.6 µM; in the data active means inhibition above about 50%;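 further: 0% = vehicle wells with protein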
FBW7 act – FBW7 E3 ligase activators, primary screen, biochemical, AlphaScreen, human; 650,000 tested, 0.13% active; AlphaScreen FBW7–phospho-cyclin E peptide binding, activator screen; normalized activity (activation), % at 26.1 µM; in the data active means normalized activity above about 1.9%;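 further: purified mutant Fbw7 with reduced substrate affinity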
GPR151 ag – activators of human GPR151, primary screen, cell-based, PathHunter beta-arrestin, luminescence; G-protein coupled receptor 151 (Homo sapiens), Q8TDV0; PathHunter beta-arrestin GPR151 cells; 650,000 tested, 1% active; activation, % at 11.2 µM; in the data active means activation above about 4.9%;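 further: 0% = median of compound wells and 100% = cells with positive control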
Target sequence (Q8TDV0 whole entry, looked up): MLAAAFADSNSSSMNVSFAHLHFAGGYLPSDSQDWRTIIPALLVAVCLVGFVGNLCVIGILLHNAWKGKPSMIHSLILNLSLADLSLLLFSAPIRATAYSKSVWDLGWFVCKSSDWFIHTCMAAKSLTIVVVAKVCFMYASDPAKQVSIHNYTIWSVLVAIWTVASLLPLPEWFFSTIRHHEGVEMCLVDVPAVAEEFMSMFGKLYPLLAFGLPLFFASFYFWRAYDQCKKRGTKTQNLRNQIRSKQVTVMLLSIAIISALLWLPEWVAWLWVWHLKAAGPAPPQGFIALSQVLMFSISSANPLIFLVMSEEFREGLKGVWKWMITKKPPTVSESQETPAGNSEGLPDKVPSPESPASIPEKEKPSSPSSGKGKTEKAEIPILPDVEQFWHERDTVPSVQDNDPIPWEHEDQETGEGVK
TEAD-YAP inh – TEAD-YAP interaction inhibition, primary screen, TEAD-YAP interaction inhibitor project, luminescence, HEK-TIYL cells. TEAD-Gal4/YAP UAS-luciferase luminescence. inhibition, % at 9.12 µM. 640,000 tested, 1.4% active. AID 1259422, 2018; in the data active means inhibition above about 32%;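 further: 0% = median of test compound wells and 100% = reference inhibitor wells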
The depositor's hits bear a star. Hits appear at their usual frequency; overall some 3.4% were active at least once.

Short forms – A = MITF inh; B = FBW7 act; C = GPR151 ag; D = TEAD-YAP inh
1. COc1ccc(-c2nnn(Cc3nnc(N)s3)n2)cc1OC
  A = 2.4 | B = -0.1 | C = 0.3 | D = -6.1

2. Cc1cc(C)cc(OS(=O)(=O)c2cn(C)c(=O)n(C)c2=O)c1
  A = 6.9 | B = 0.1 | C = -0.1 | D = -2.4

3. CC(C)C(=O)NCC1CCC2(CCN(Cc3ccc4cccnc4c3)CC2)O1 (stereo not drawn)
  A = 4.8 | B = -0.1 | C = -0.1 | D = -0.2

4. Cc1ccc(/C=N/n2c(-c3ccco3)n[nH]c2=S)o1
  A = 13.6 | B = -0.1 | C = -1.1 | D = 14.0

5. CCCCN(CC)C(=O)c1ccc(F)cc1
  A = 27.2 | B = 0.2 | C = 0.4 | D = 0.7

6. Cc1ccc([N+](=O)[O-])cc1S(=O)(=O)N1CCSC1c1ccccc1 (stereo not drawn)
  A = -2.4 | B = -0.5 | C = -0.3 | D = -3.5

7. O=C(CCn1cccc1)N1CCc2ccccc21
  A = 0.4 | B = -0.1 | C = -0.3 | D = -23.6

8. CCCCC1(CC(=O)OCC)C(=O)N(c2ccccc2)N(c2ccccc2)C1=O
  A = 8.3 | B = -0.2 | C = 4.1 | D = 12.5

9. O=C(NCCN1CCOCC1)c1cc(-n2ncc3cc(Nc4ccccc4Cl)ccc32)ncn1
  A = 4.3 | B = 0.0 | C = 0.2 | D = -1.3

10. CC(=O)N1CCN(c2nc(CN3CCC(C)CC3)nc3ccccc23)CC1
  A = 15.0 | B = 0.1 | C = -0.8 | D = -8.1

11. COc1ccc(NC(=O)c2cc(=O)c3ccccc3o2)cc1Cl
  A = 15.2 | B = 0.3 | C = -2.0 | D = -6.2

12. CC(C)Oc1ccc(C(CC(=O)O)NC(=O)c2ccc(Cl)cc2)cc1 (stereo not drawn)
  A = 1.7 | B = 0.1 | C = -1.6 | D = -9.7

13. Cc1ccc(CC(=O)NCc2cccs2)cc1C
  A = -14.1 | B = -0.1 | C = -0.6 | D = 44.6*

14. O=C(CN(c1ccccc1)S(=O)(=O)c1ccccc1[N+](=O)[O-])NCc1ccncc1
  A = 11.0 | B = -0.1 | C = 0.3 | D = 8.8

15. Nc1c(C(=O)Nc2nccs2)sc2nc(-c3ccccc3)cc(C(F)(F)F)c12
  A = -0.6 | B = 0.0 | C = -0.2 | D = 0.4

16. COc1ccccc1C1=N/C(=C/c2ccc([N+](=O)[O-])cc2)C(=O)N1c1cc(Cl)ccc1Cl
  A = -4.8 | B = -0.1 | C = 0.3 | D = -1.6

17. Cc1ccc(S(=O)(=O)n2ccn(C(=O)c3ccc(OC(C)C)cc3)c2=O)cc1
  A = 12.3 | B = 0.0 | C = -1.6 | D = 3.3

18. Cn1c(=O)c2c(nc(CN(Cc3ccccc3)Cc3ccccc3)n2CC(N)=O)n(C)c1=O
  A = 0.8 | B = 0.0 | C = 1.7 | D = 21.6

19. CSCCNC(=O)CC1C(=O)NCCN1C1Cc2ccccc2C1 (stereo not drawn)
  A = 18.6 | B = 0.0 | C = 0.2 | D = -11.7

7 entries from above, arranged by length of the SMILES, falling:
Short forms – A = MITF inh; B = FBW7 act; C = GPR151 ag; D = TEAD-YAP inh
9. O=C(NCCN1CCOCC1)c1cc(-n2ncc3cc(Nc4ccccc4Cl)ccc32)ncn1
  A = 4.3 | B = 0.0 | C = 0.2 | D = -1.3

6. Cc1ccc([N+](=O)[O-])cc1S(=O)(=O)N1CCSC1c1ccccc1 (stereo not drawn)
  A = -2.4 | B = -0.5 | C = -0.3 | D = -3.5

3. CC(C)C(=O)NCC1CCC2(CCN(Cc3ccc4cccnc4c3)CC2)O1 (stereo not drawn)
  A = 4.8 | B = -0.1 | C = -0.1 | D = -0.2

2. Cc1cc(C)cc(OS(=O)(=O)c2cn(C)c(=O)n(C)c2=O)c1
  A = 6.9 | B = 0.1 | C = -0.1 | D = -2.4

4. Cc1ccc(/C=N/n2c(-c3ccco3)n[nH]c2=S)o1
  A = 13.6 | B = -0.1 | C = -1.1 | D = 14.0

19. CSCCNC(=O)CC1C(=O)NCCN1C1Cc2ccccc2C1 (stereo not drawn)
  A = 18.6 | B = 0.0 | C = 0.2 | D = -11.7

1. COc1ccc(-c2nnn(Cc3nnc(N)s3)n2)cc1OC
  A = 2.4 | B = -0.1 | C = 0.3 | D = -6.1

High-throughput results deposited in PubChem BioAssay by The Scripps Research Institute Molecular Screening Center.
